High-throughput results (PubChem BioAssay)
ER stress rescue – rescue of cells from ER stress-induced death, primary screen, 384-well, CSM14.1, thapsigargin, ATP luminescence (AID 1222). CSM14.1 thapsigargin-induced death rescue, ATP luminescence; higher % means a stronger effect. 190,000 tested, under 10 active. cellular ATP content (survival), % at 20 µM, or EC50 in µM where a hit was titrated;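 active = EC50 below 50 µM in the dose-response confirmation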;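 note: death triggered by thapsigargin at about 15 µM added after 2 h compound pretreatment; cell ATP read after overnight thapsigargin exposure of roughly 18 to 22 hours; normalized against plate controls of thapsigargin alone and 5% DMSO vehicle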
Dynein transport – inhibitors of GR-EGFP nuclear translocation, primary screen, dynein cargo transport inhibitor project, imaging, high-content, 3617.4 mouse cells; actives 0.47% (n = 220,000); z-score, hits read low; test concentration mostly 20 µM; stimulated with dexamethasone, 1 µM; hits give low values; AID 1381, 2008;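 active = plate z-score of nuclear minus cytoplasmic receptor signal below a set negative limit, without overly bright fluorescence or cell loss, cut at about -3.5 in these data, passing the limit was not always enough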;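 note: z-score of nuclear minus cytoplasmic ring GR-EGFP intensity difference per well; some compounds called inactive have numbers as strong as hits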
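Buffer or medium: tetracycline-free induction medium containing charcoal-stripped FBS / Reagent: dexamethasone agonist, 1.0 µM final, for 30 min / Technique: automated 10x imaging of fixed Hoechst-stained cells / Times: induction 48 h, compound 1 h, agonist 30 min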
Yfh1-depleted yeast – enhancers of respiration in Yfh1-depleted yeast, dose response, Friedreich's ataxia, plus single-dose screen (AID 1465) | S. cerevisiae Yfh1-off respiration, WST-1 reduction, 72 h; higher fold induction means a stronger effect | one-dose fold induction at 50 µM; EC50 in µM for titrated hits | actives 0.074% (n = 220,000);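 active = fold induction of absorbance versus untreated yeast above a set limit, then at least 30% activation at any dose in follow-up; inconclusive = repeats straddling the limit, or above it without dose testing; inactive = fold induction below the set limit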;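 note: activators that raise dye reduction in frataxin-depleted yeast; strong numbers were not always called active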
Hep lipid drop – inhibitors of hepatocyte lipid droplet formation, primary screen, imaging, high-throughput imaging, BODIPY stain; AML12 mouse hepatocytes, oleate lipid droplets; inhibition, % at 6.5 µM; actives 0.4% (n = 240,000); AID 1656, 2009;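 active = lipid droplet intensity inhibited by at least 50%, with more than 500 cells counted; inconclusive = wells with under 300 cells, treated as cytotoxic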
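System: AML12 hepatocytes (mouse). Probe or stimulus: oleic acid at 100 µM to induce lipid droplet formation. Times: overnight treatment with compound plus oleate. Detection: Image-based BODIPY and DAPI two-channel analysis. Evaluation: percent inhibition of filter-corrected integrated lipid droplet intensity per well.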
Insulin prom up – insulin promoter activators in MIN6 cells, imaging, high-content screening, mouse beta cells. z-score at 5 µM. MIN6 insulin promoter-GFP reporter; hits give high values. actives 0.3% (n = 190,000);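 active = z-score above 3 at 5 µM with at least 500 cells counted in the well; inconclusive = wells under 500 cells, flagged as cytotoxic or low count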
MT stabilizer – microtubule stabilizers in HeLa cells, primary screen, imaging, high-content imaging. actives 0.83% (n = 200,000). HeLa tubulin immunostaining HCS, 24 h; share of cells brighter than vehicle mean+2SD. % tubulin-high responders, % at 10 µM;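 active = plate Z-score above 3 for both tubulin-high and condensed-nucleus cell shares, with cell loss under 80%, at 10 µM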;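 note: anti alpha tubulin signal scored within the nucleus-defined area of each cell; some results filed as inactive read as strong as hits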
P. falciparum M17LAP – P. falciparum M17LAP inhibitors, primary screen, biochemical, fluorogenic H-Leu-NHMec substrate, 1536-well (AID 1619) | recombinant M17LAP, H-Leu-NHMec fluorogenic kinetic assay; higher % means a stronger effect | one-dose inhibition, % at 30 µM; IC50 in µM for titrated hits | actives 0.38% (n = 220,000);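 active = compound inhibiting the enzyme by more than half at any dose during confirmatory dose-response retesting; inconclusive = strong single-dose inhibitors picked by rank but not retested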;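 note: plate controls were full reaction with DMSO carrier for no effect and no enzyme background for full effect; strong numbers were not always called active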
Autophagy mod – autophagy modulators in MEF cells, primary screen, imaging, high-content, MEF GFP-LC3. MEF GFP-LC3 puncta imaging; test concentration mostly 10 µM. calls only at 10 µM (by protocol). actives 0.98% (n = 190,000). AID 463193, 2010;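 active = percentage of spot-positive cells more than 3 SD above its plate mean, without a fluorescence outlier flag or 80% toxicity; inconclusive = no clear call, values can overlap the other calls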;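 note: spot-positive cell cutoff set from DMSO-treated cells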
M1AAP inhibition – P. falciparum M1AAP inhibitors, biochemical, fluorogenic H-Leu-NHMec substrate, 1536-well (AID 1445); Aminopeptidase N (Plasmodium falciparum (isolate 3D7)); recombinant M1AAP, H-Leu-NHMec fluorogenic kinetic assay; higher % means a stronger effect; inhibition, % at 30 µM, or IC50 in µM where a hit was titrated; actives 0.42% (n = 220,000);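 active = primary inhibition above the hit cutoff, then over 50% inhibition at one or more dose response concentrations, cut at about 23% in these data, passing the limit was not always enough; inconclusive = conflicting primary data, or primary hits not chosen for dose response; inactive = low primary inhibition, or under 50% at every dose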;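 note: plate controls were DMSO full reaction for no effect and no enzyme background for full effect; strong numbers were not always called active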
Dynein transport cytoplasmic EGFP – recorded beside Dynein transport, whose call it bears; z-score; measured here: cytoplasmic GR-EGFP intensity; hits give high values
Dynein transport nuclear GR-EGFP – recorded beside Dynein transport, whose call it bears; z-score; measured here: nuclear GR-EGFP intensity;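 lower value marks the stronger effect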
Dynein transport cell count – further read-out of Dynein transport, marked with its call; z-score; measured here: cell count per field
Insulin prom up cell count – second read-out of Insulin prom up, no call of its own (marks repeat the call); cell count; measured here: cytotoxicity, nuclei count;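 total cells summed across four imaged fields per well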
Hep lipid drop cells 6.5 µM – further read-out of Hep lipid drop, marked with its call; cell count; measured here: cell count, cytotoxicity flag;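 cells counted across two imaged fields per well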
MT stabilizer Hoechst-high % – also measured in MT stabilizer; calls as there; % Hoechst-high responders; measured here: nuclear condensation Hoechst responders;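 share of cells brighter than vehicle mean plus two SD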
MT stabilizer cytotoxicity % – second read-out of MT stabilizer, no call of its own (marks repeat the call); toxicity, %; measured here: cytotoxicity by cell density;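 0% = mean cell density of plate MIN control wells and 100% = no cells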
Autophagy mod cell loss 18 h – second read-out of Autophagy mod, no call of its own (marks repeat the call); toxicity, %; measured here: cell loss, nuclei count;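 cell loss after 18 h compound exposure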
* hit, by the source's call; i = inactive; ? = inconclusive; / = not tested or not shown.

Values in the order – ER stress rescue	Dynein transport	Dynein transport cytoplasmic EGFP	Dynein transport nuclear GR-EGFP	Dynein transport cell count	Yfh1-depleted yeast	Hep lipid drop	Hep lipid drop cells 6.5 µM	Insulin prom up	Insulin prom up cell count	MT stabilizer	MT stabilizer Hoechst-high %	MT stabilizer cytotoxicity %	P. falciparum M17LAP	Autophagy mod	Autophagy mod cell loss 18 h	M1AAP inhibition
CCOC(=O)C1C(c2ccc(O)c(O)c2)NC(=S)NC1(O)C(F)(F)F (centres undefined)
    -1.6%	0.052	-0.255	0.12	0.206	i	7.7	668	0.28	1390	4.3	2.2	6.7	7.1%	i	5.7	2.5%
Cc1c(C)n(CC(O)CN2C(=O)c3ccccc3S2(=O)=O)c2ccccc12 (centres undefined)
    0.4%	-0.827	0.0672	-0.282	0.2	i	1.7	804	0.05	809	0.8	1.2	9.8	2.0%	i	-10.5	10.6%
Cc1ccc(CSCCC(=O)NCCC2=CCCCC2)cc1
    -1.6%	0.533	-0.205	0.309	0.251	i	4.6	602	0.06	1314	2.4	1.4	1.5	-0.5%	i	-5.4	3.4%
CCOC(=O)c1[nH]c2ccccc2c1NC(=O)CC
    -0.1%	3.1	-0.0183	1.98	-1.25	/	/	/	-0.08	839	3.8	3.0	3.2	-8.7%	i	18.3	0.3%
Cc1ccc(C(C)(C)C)c(OCCCCN2CCCC2)c1
    -1.3%	-0.242	-0.283	-0.0428	0.157	i	2.0	610	1.82	1259	5.4	1.9	5.2	14.4%	i	-1.9	4.3%
CCOP(=O)(OCC)C(NC(=O)Nc1ccc(Cl)c(Cl)c1)C(N)=O (centres undefined)
    13.3%	1.8	-0.101	1.11	-2.37	i	-15.2	572	0.38	1252	5.4	1.9	8.1	10.4%	i	-7.7	14.1%
CC(C)c1ccc(N(CC(=O)NCC2CCCO2)C(=O)Cn2nnc(-c3cccs3)n2)cc1 (centres undefined)
    3.5%	0.631	-0.291	0.658	-0.207	i	18.3	759	-0.45	1460	3.1	2.0	11.8	-2.9%	i	11.7	-1.1%
O=C(NCc1ccco1)c1cc2cc3ccc(Cl)cc3nc2o1
    /	0.0723	-0.207	-0.0281	4.83	?	7.8	713	0.23	1367	3.5	3.9	3.4	4.9%	i	2.8	2.5%
CCNS(=O)(=O)c1ccc(CCC(=O)O)cc1
    -0.7%	-0.454	-0.249	-0.106	0.16	i	-13.7	703	-0.22	1447	2.3	1.5	4.5	-1.7%	i	13.7	-0.8%
Cc1cccc(Cc2cnc(NC(=O)c3ccc(C)o3)s2)c1
    1.3%	-0.0992	-0.29	0.0642	0.884	i	-2.0	804	-0.91	885	2.4	2.0	3.4	-8.6%	i	-1.0	0.8%
N=C1/C(=C/c2cccn2CCOc2ccccc2)C(=O)N=C2SC=C(c3ccccc3)N12
    -1.8%	0.2	-0.236	0.178	0.332	i	-8.0	621	-0.54	1443	30.4*	15.2*	46.8*	6.4%	i	5.0	6.6%
COc1ccc(-n2c(-c3ccco3)nc3c(cnn3-c3ccc(C)cc3)c2=O)cc1
    /	-0.0627	-0.267	0.494	0.326	i	-0.4	730	-0.96	945	/	/	/	-1.2%	/	/	1.6%
CCOc1ccccc1N1CCN(C(=S)NC(=O)C23CC4CC(CC(C4)C2)C3)CC1
    -0.5%	0.186	-0.175	-0.0633	-0.682	i	20.3	591	-0.24	1365	3.6	3.3	9.7	-1.3%	i	-2.9	7.3%
O=C(Nc1ccccc1C(=O)NC1CCCCC1)c1ccco1
    -2.2%	-0.321	-0.0208	-0.298	1.58	i	-6.4	709	/	/	2.9	1.6	5.6	17.0%	i	-3.0	-0.2%
CCCOc1ccc(CSc2nnc(CCC)n2N)cc1
    -0.3%	-0.794	0.325	-0.0109	0.726	i	/	/	-0.1	1502	4.4	1.9	14.7	6.6%	i	6.7	-3.7%
N=C1CCCN1c1ccccc1O
    /	0.512	-0.284	0.151	0.192	i	9.7	691	-0.04	1089	/	/	/	15.2%	/	/	5.6%
Cn1c(=O)[nH]c(=O)c2c1nc(N1CCCCCC1)n2CCN1CCCCCC1
    -0.5%	1.17	0.442	1.11	-0.699	i	-28.3	747	-0.11	1220	3.1	0.2	27.2	2.5%	i	2.6	2.0%
Cc1ccc(-c2nc(C3CCCN(S(=O)(=O)c4ccc(C(C)(C)C)cc4)C3)no2)cc1 (centres undefined)
    -0.2%	1.47	-0.173	0.977	-0.575	i	/	/	0.27	889	7.5	2.1	6.8	-0.8%	i	-0.2	1.0%
C/C(=N\Nc1ccccn1)c1ccc(S(=O)(=O)NCc2ccco2)cc1
    -1.6%	-0.408	-0.288	-0.324	0.826	i	2.6	648	-0.98	1324	3.6	2.3	3.4	-19.9%	i	7.0	5.1%
CCn1nc(C)c(NS(=O)(=O)c2ccccc2)c1C
    -0.9%	0.664	-0.342	0.346	0.516	i	14.2	838	-0.27	1139	1.8	1.6	6.8	-2.1%	i	-10.0	-2.3%
COc1cc2c(cc1NC(=O)c1ccc3c(c1)OCO3)oc1ccccc12
    0.4%	-0.921	-0.285	-0.237	-0.183	i	-4.6	709	0.17	1262	1.3	0.9	18.4	-3.1%	i	4.2	-4.8%
COc1ccc(-c2nc(C#N)c(NCCCn3ccnc3)o2)cc1OC
    3.6%	0.169	-0.225	0.446	0.425	i	-3.0	710	-0.92	844	2.9	1.9	8.6	-34.5%	i	0.3	14.3%
OC1(c2cccc(C(F)(F)F)c2)CCN(Cc2nc(-c3cnccn3)no2)CC1
    0.1%	-0.0652	-0.266	0.0585	0.364	i	1.8	730	0.47	1399	1.6	0.9	2.6	4.0%	i	-1.0	2.6%
CCCS(=O)(=O)N1CCCC(C(=O)N2CCN(c3ccccc3)CC2)C1 (centres undefined)
    2.7%	-0.351	-0.119	-0.313	0.857	i	/	/	2.41	1457	2.3	1.9	5.2	-2.7%	i	-8.0	5.1%
COc1ccc(NC(=O)CN(C)C(C)C(=O)N2CCCCC2)cc1 (centres undefined)
    1.5%	0.866	-0.174	0.953	-0.93	i	0.7	762	-0.4	976	1.7	2.0	5.9	5.3%	i	-2.3	0.7%
COc1ccccc1NC1=C(NC(C)=O)C(=O)c2ccccc2C1=O
    -1.7%	-5.07*	1.38*	-2.16*	0.16*	i	1.7	713	0.14	1264	0.8	0.8	1.0	12.2%	i	-12.5	5.2%
O=C(CCc1nc(-c2ccccc2F)no1)NCCc1ccccc1Cl
    3.9%	-0.252	-0.226	-0.0945	0.809	i	/	/	0.66	1098	2.7	2.0	6.6	0.8%	i	-8.3	2.5%
C=CCNC(=S)NNC(=O)COc1ccc(Br)cc1
    -0.7%	0.839	-0.211	0.892	-1.13	i	6.9	558	-0.04	1515	2.2	2.2	6.6	-0.5%	i	1.4	-5.0%
COc1ccc(CNC(=O)COC(=O)/C=C/c2cccc(Br)c2)cc1OC
    /	-0.21	-0.0444	0.22	-0.217	i	4.7	683	0.61	1167	3.8	3.5	9.8	-3.7%	i	-3.9	7.8%
O=C(N/N=C/c1c(O)n(-c2ccccc2Cl)c(=O)c2ccccc12)C1COc2ccccc2O1 (centres undefined)
    -1.4%	-0.54	-0.2	0.031	-0.1	i	-1.2	686	0.41	1411	5.6	2.3	1.5	34.9%	i	-12.1	35.2%
Cc1ccc(C)c(Cn2nnc3c(=O)[nH]c(C4CCCN(C(=O)CC(C)C)C4)nc32)c1 (centres undefined)
    1.4%	-0.726	-0.196	-0.0641	0.492	i	-15.1	673	-2.06	938	2.2	1.9	6.5	8.3%	i	-7.1	16.7%
Cc1ccc(CNC(=O)CCC2CCCN(Cc3cc4ccccc4o3)C2)o1 (centres undefined)
    /	-0.806	-0.249	-0.0158	0.506	i	7.9	718	-0.41	1192	/	/	/	-8.2%	/	/	6.0%
O=C(c1cnc2n(c1=O)CCS2)N1CCN(c2ccc([N+](=O)[O-])cc2)CC1
    -1.0%	-1.02	-0.126	-0.529	0.678	i	-2.3	627	0.47	2161	4.5	2.9	5.3	15.2%	i	4.0	5.4%
CCCNC(=O)Nc1ccccc1C(=O)Nc1ccc(OC)cc1
    -3.3%	-0.249	-0.246	-0.00483	1.2	i	-3.4	676	-0.03	1727	1.3	2.3	20.9	5.3%	i	-5.4	4.9%
CCOC(=O)c1[nH]c2cc(OC)c(OC)cc2c1NC(=O)CN1CCN(C)CC1
    3.3%	0.89	-0.268	0.154	-0.148	i	1.7	792	-0.75	1158	3.4	2.0	4.4	-42.5%	i	24.1	4.3%
Cc1ccc(NC(=O)c2ccc(NCC3CCCO3)c([N+](=O)[O-])c2)cc1Cl (centres undefined)
    2.7%	0.535	0.553	0.385	-0.498	i	1.7	713	/	/	1.2	2.0	5.6	6.2%	i	-4.4	5.7%
COCC(C)NCc1cccc2ccccc12 (centres undefined)
    -0.6%	-0.676	-0.248	-0.503	0.598	i	3.0	644	0.23	1435	1.4	2.2	9.2	3.5%	i	-1.2	4.7%
